FBW7 act – human FBW7 E3 ligase activation, primary screen | AlphaScreen FBW7–phospho-cyclin E peptide binding, activator screen | normalized activity (activation), % at 26.1 µM | AID 1259310 | hit rate 0.13% among 650,000; in the data active means normalized activity above about 1.9%;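 further: purified mutant Fbw7 with reduced substrate affinity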
MITF inh – inhibitors of human MITF; O75030; AlphaScreen MITF homodimerization, bead proximity signal; inhibition, % at 2.6 µM; hit rate 0.91% among 650,000; AID 1259374; in the data active means inhibition above about 50%;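 further: 0% = vehicle wells with protein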
Target sequence (O75030 whole entry, looked up): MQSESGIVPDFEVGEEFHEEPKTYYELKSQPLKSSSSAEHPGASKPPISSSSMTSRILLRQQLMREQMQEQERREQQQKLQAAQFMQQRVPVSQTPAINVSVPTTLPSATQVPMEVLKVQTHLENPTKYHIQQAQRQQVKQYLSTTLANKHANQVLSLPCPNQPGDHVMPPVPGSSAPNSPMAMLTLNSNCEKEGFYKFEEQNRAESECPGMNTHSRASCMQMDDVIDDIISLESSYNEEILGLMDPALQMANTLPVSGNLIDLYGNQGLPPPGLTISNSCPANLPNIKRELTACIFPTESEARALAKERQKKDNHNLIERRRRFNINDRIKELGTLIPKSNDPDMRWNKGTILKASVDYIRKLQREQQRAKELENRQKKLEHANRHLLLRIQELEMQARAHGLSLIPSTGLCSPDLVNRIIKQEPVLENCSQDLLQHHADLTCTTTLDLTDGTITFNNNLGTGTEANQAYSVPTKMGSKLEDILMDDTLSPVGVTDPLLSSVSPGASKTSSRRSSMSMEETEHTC
GPR151 ag – activates the human receptor GPR151. Q8TDV0. AID 1508602. PathHunter beta-arrestin GPR151 cells, luminescence. activation, % at 11.2 µM. hit rate 1% among 650,000; in the data active means activation above about 4.9%;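 further: 0% = median of compound wells and 100% = cells with positive control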
Target sequence (Q8TDV0 whole entry, looked up): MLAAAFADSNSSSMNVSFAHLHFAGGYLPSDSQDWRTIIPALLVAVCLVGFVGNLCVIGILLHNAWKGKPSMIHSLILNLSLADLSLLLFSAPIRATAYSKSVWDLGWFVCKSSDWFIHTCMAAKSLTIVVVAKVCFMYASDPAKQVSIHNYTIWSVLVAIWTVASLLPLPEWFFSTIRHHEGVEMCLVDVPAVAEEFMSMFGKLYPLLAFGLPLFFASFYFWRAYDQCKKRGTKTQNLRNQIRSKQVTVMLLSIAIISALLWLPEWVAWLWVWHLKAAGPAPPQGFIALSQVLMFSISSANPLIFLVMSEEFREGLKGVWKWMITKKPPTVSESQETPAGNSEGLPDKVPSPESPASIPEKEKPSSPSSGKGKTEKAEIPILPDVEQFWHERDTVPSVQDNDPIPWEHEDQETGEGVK
TEAD-YAP block – TEAD-YAP interaction inhibition. HEK-TIYL cells, TEAD-Gal4/YAP UAS-luciferase luminescence. inhibition, % at 9.12 µM. hit rate 1.4% among 640,000; in the data active means inhibition above about 32%;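 further: 0% = median of test compound wells and 100% = reference inhibitor wells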
Numbers without * were called inactive; & = joins results of further samples.

Results follow in this order: FBW7 act | MITF inh | GPR151 ag | TEAD-YAP block
Cc1cccc(NC(=O)c2cc([N+](=O)[O-])ccc2N2CCCC2)c1
→ 0.3 | 4 | -0.7 | 3
CCC(=O)Nc1ccc(NC(=O)CSc2nc(C3CC3)nc3sc(C)c(C)c23)cc1
→ 0.0 | 5 | -0.6 | 10
S=c1[nH]nc(-c2c[nH]c3ccccc23)o1
→ 0.4 | 2 | 0.3 | 15
C(=C(\c1ccccc1)n1cccn1)/n1cccn1
→ -0.1 | 9 | 0.9 | 3
CCN1CCN(c2c(Cl)cccc2NC(=O)c2cccc3ccccc23)CC1
→ 0.0 | 8 | 1.9 | 35*
O=C(Nc1ccc(Cc2ccncc2)cc1)c1ccc(-c2cccc(Cl)c2)o1
→ 0.0 | 4 | -0.2 | 1
COCCN(CCOC)c1ncnc2c1cnn2-c1ccccc1
→ 0.0 | 3 | 0.6 | -28
CC(/C=C/C=C/c1ccccc1)=N/NC(=O)c1ccc(F)cc1
→ 0.0 | -15 | 0.3 | -35
O=C(N/N=C/c1ccc(-c2ccccc2[N+](=O)[O-])o1)c1ccc(O)cc1
→ 0.1 | -6 | -1.0 | -14
NS(=O)(=O)c1ccc(CCN(C(=O)/C=C/C(=O)O)C2CC(=O)N(c3ccc(Cl)cc3)C2=O)cc1 (stereo not drawn)
→ -0.1 | 8 | 4.5 | -2
Cc1cc(=O)oc2c(C)c3oc(C(=O)c4ccccc4)c(C)c3cc12
→ 0.4 | 20 | 1.1 | -14
O=C1CCC([N+](=O)[O-])C(c2ccc(-c3ccccc3)cc2)N1 (stereo not drawn)
→ 0.0 | 9 | -1.6 | -6
C/C(=N\NC(=O)c1ccc(Br)cc1)C1C(=O)c2ccccc2C1=O
→ -0.1 | 4 | -3.4 | -14
CCC(C)c1ccc(NC(=O)c2ccc3c(c2)OCCO3)cc1 (stereo not drawn)
→ -0.1 | 0 | -0.2 | -85
O=C(Nc1ccc(-c2ccn[nH]2)cc1)C1CCCN(Cc2ccc(Cl)s2)C1 (stereo not drawn)
→ -0.1 | 8 | 0.8 | 5
CC(=O)c1cc(CN2CCC(n3nccc3NC(=O)Nc3ccccc3C)CC2)cs1
→ 0.1 | 6 | 2.2 | 2
O=C(Cn1cc(NC(=O)CCOc2ccccc2)cn1)NCCCn1ncc2ccccc21
→ -0.1 | -2 | 2.4 | 0
FC(F)(F)c1ccc(Cn2cnc3c(NCCOc4ccccc4)nc(N4CCN(Cc5ccc6c(c5)OCO6)CC4)nc32)cc1
→ 0.8 | 17 | -1.9 | -8
COc1ccc(OC)c(/C=N\Nc2cn[nH]c(=O)c2Cl)c1
→ -0.2 | 9 | 0.3 | 17
O=C(NC1CC1)c1ccc(Cl)c([N+](=O)[O-])c1
→ 0.2 | 12 | -0.9 | 17
CCOC(=O)CNC(=O)c1sc2ncn(Cc3ccccc3Cl)c(=O)c2c1C
→ 0.1 | 8 | 1.3 | 1
COc1ccccc1NC(=S)N1CCN(c2ccc([N+](=O)[O-])cc2)CC1
→ -0.5 | 0 | 0.3 | 2
Cc1n[nH]c(=O)nc1Nc1ccc(O)cc1
→ 0.1 | 7 | -1.7 | -1
Cc1ccc(C)c(S(=O)(=O)/N=C(/c2ccc(Cl)cc2)N2CCOCC2)c1
→ 0.0 | 1 | -0.4 | 2
O=C(CSc1cn(CCNC(=O)c2ccc(F)cc2)c2ccccc12)Nc1cc(C(F)(F)F)ccc1Cl
→ 0.0 | -3 | -0.5 | 2
Cc1nc2c(c(C)nn2C)c(C)c1CCC(=O)NCCCc1ccccc1
→ -0.3 | 2 | 3.5 | -5
Cc1cc(C)cc(-n2c(C)cc(/C=N/NC(=O)CSc3ncccn3)c2C)c1
→ 0.1 | -9 | -1.2 | 1
CC1=CCC(/C=N/NC(=O)CNC(=O)C(c2ccccc2)c2ccccc2)C(C)C1 (stereo not drawn)
→ -0.1 | -3 | -1.5 | -9
O=C(CNc1ccc2ccccc2c1)N/N=C/c1ccc(F)cc1
→ 0.0 | 6 | 1.8 | 10
COc1ccccc1N1CCN(CC(=O)Nc2cccc(F)c2)CC1
→ -0.1 | 6 | -1.1 | 5
COCCCNC(=O)C12CCC(C)(C(=O)C1)C2(C)C (stereo not drawn)
→ 0.0 | -9 | -0.1 | -3
COc1cc(NC(=O)c2ccccc2Cl)c(OC)cc1Cl
→ 0.1 | -4 | 0.4 | 4
CCCCC(=O)Nc1nnc(-c2ccc(F)cc2)o1
→ 0.0 | 2 | 0.5 | -10
O=C(c1ccc2c(c1)N(Cc1ccccc1F)C(=O)CS2)N1CCC2(CC1)OCCO2
→ 0.0 | 1 | 1.6 | 6
CC1CCCCN1c1ncnc(N)c1[N+](=O)[O-] (stereo not drawn)
→ 0.0 | -3 | -1.5 | 42*
Cc1ccccc1NC(=S)N(Cc1ccc(Cl)cc1)Cc1ccc(C(=O)O)cc1
→ 0.2 | 2 | -0.4 | 11
Cc1ccc(Cc2c(N3CCC4(CC3)OCCO4)[nH]c(=O)n(C)c2=O)cc1
→ 0.0 | 4 | -0.3 | -2
COc1ccc(OC)c(C2NC(=O)CCC2[N+](=O)[O-])c1 (stereo not drawn)
→ 0.2 | 14 | -1.2 | 0
NC(=S)N/N=C/c1ccc(C2C=CCC2)s1 (stereo not drawn)
→ 0.1 | -7 | 1.7 | -13
COc1ccc2c(CC(=O)OCC(=O)N3c4ccccc4NC(=O)C3(C)C)coc2c1
→ -0.1 | -10 | 2.2 | 3
CC(C)C(c1nnnn1CCc1ccccc1)N1CCCC1 (stereo not drawn)
→ 0.7 | 5 | -0.1 | -7
CCOc1ccc(C(=O)N2CCN(c3oc(/C=C/c4ccc(C)cc4)nc3C#N)CC2)cc1
→ -0.1 | -28 | 1.4 | -2
CCC(=O)N1CCC[C@@H]2CN(C(=O)CCc3ccccc3)CC[C@H]21
→ 0.0 | -13 | 0.7 | -7
O=S(=O)(c1ccccc1)N1CCN(Cc2ccc(Br)cc2)CC1
→ -0.1 | 13 | 1.1 | -5
Cc1ccc(-n2c3c(cc(C(=O)NCCO)c2=O)C(=O)CCC3)cc1
→ 0.2 | -2 | -1.3 | -4

Compound profiles (already shown):
Shown for CC1CCCCN1c1ncnc(N)c1[N+](=O)[O-] (stereo not drawn) : FBW7 act: 0.0; MITF inh: -3; GPR151 ag: -1.5; TEAD-YAP block: 42*
Shown for CCCCC(=O)Nc1nnc(-c2ccc(F)cc2)o1 : FBW7 act: 0.0; MITF inh: 2; GPR151 ag: 0.5; TEAD-YAP block: -10
Shown for COc1ccc2c(CC(=O)OCC(=O)N3c4ccccc4NC(=O)C3(C)C)coc2c1 : FBW7 act: -0.1; MITF inh: -10; GPR151 ag: 2.2; TEAD-YAP block: 3

The list continues:
Results follow in this order: FBW7 act | MITF inh | GPR151 ag | TEAD-YAP block
Cc1ccc2nc(-c3ccc(N4C(=O)C5C6c7ccccc7C(c7ccccc76)C5C4=O)cc3)sc2c1 (stereo not drawn)
→ 0.0 | 10 | 0.9 | -5
CCOC(=O)c1c(C)[nH]c(C)c1C(=O)COC(=O)/C=C/c1cccc(Cl)c1
→ 0.4 | 6 | -1.4 | 3
O=C1NC(=S)S/C1=C\c1c(NCC2CCCO2)nc2ccccn2c1=O (stereo not drawn)
→ 0.2&-0.2 | 20&14 | -1.0&-0.5 | 4&6
COc1cc(NC(=O)c2cccc(-n3cc(NC(=O)OCc4ccccc4Cl)cn3)c2)cc(OC)c1OC
→ 0.1 | 12 | 1.2 | 14
O=C1CCCC2=C1C(c1cc3c(cc1[N+](=O)[O-])OCO3)Nc1ccccc1N2 (stereo not drawn)
→ -0.1 | -5 | -0.7 | -48
COc1cc2c(cc1OC)C(COc1ccc([N+](=O)[O-])cc1)N(C(=O)C1CCCCC1)CC2 (stereo not drawn)
→ -0.1 | 5 | 0.7 | 1
O=C1CN(c2ccccc2)C(=O)C1C(=O)Nc1ccc(Br)cc1 (stereo not drawn)
→ -0.1 | -15 | -1.5 | -20
N#CCC(=O)N1CCN(C(c2ccccc2)c2ccccc2)CC1
→ 0.1 | 12 | 1.5 | -1
NNC(=O)COc1c(I)cc(Cl)c2cccnc12
→ -0.2 | 6 | 0.9 | -11
O=C(Nc1ccccc1)c1ccc2nc(-c3cccs3)sc2c1
→ 0.0 | 2 | -3.5 | -59
COC(=O)C1=NN(c2ccccc2OC)C2C(=O)N(c3ccc(Cl)cc3)C(=O)C12 (stereo not drawn)
→ 0.1 | 5 | 0.5 | 3
CCOC(=O)c1cccc(NC(=S)NC)c1
→ 0.2 | 11 | -0.3 | 5
COc1ccc(/C=C/C(C)=C\C(=O)O)c(OC)c1
→ 0.1 | 1 | -0.6 | 11
COC(=O)c1ccc(OC(=O)c2cc([N+](=O)[O-])ccc2Cl)cc1
→ 0.0 | 10 | -1.1 | 0
CC(=O)c1ccc(OCCCC(=O)Nc2ccc(F)c([N+](=O)[O-])c2)cc1
→ -0.2 | -6 | 1.8 | -1
COc1cccc(C(=O)Nc2cccc(-c3nc4cc(C)ccc4o3)c2)c1
→ -0.2 | -1 | -0.1 | 7
O=C(CNC(=O)c1ccc(Cl)cc1)N/N=C/c1cc(Br)ccc1O
→ -0.3 | 18 | -0.9 | 18
O=[N+]([O-])C1=Cc2ccccc2OC1c1ccc2c(c1)OCO2 (stereo not drawn)
→ 0.5 | 21 | 0.8 | -58
Cc1cc(Nc2ccccc2N2CCCC2)n2nc(C)nc2n1
→ -0.1 | -3 | -2.0 | -10
COC(=O)C1CC=CCC1C(=O)c1c[nH]c2ccccc12 (stereo not drawn)
→ 0.1 | 9 | 0.5 | 2
O=C(OC1CCS(=O)(=O)C1)c1ccc(Br)o1 (stereo not drawn)
→ -0.5 | 2 | 1.0 | -7
CCOC(=O)c1c(/N=c2\oc3ccccc3cc2-c2nc3ccccc3[nH]2)sc2c1CCCC2
→ -0.1 | -6 | 0.7 | -17
COc1cc(CNC(=O)c2ccc(Br)o2)cc(OC)c1OC
→ 1.0 | 17 | -0.7 | -6
COc1ccc(C(=O)Nc2cc(Cl)ccc2O)cc1Cl
→ 0.1 | 19 | -0.2 | 4
COCCCNc1nc2c(c(=O)n(Cc3ccc(F)cc3)c(=O)n2C)n1C
→ 0.0 | 1 | 0.1 | 4
CCCCNC(=O)C1CCN(c2nc(OC)nc(OC)n2)CC1
→ -0.1 | -13 | -0.9 | 3
Cc1ccc(NC(=O)Cn2nnc(-c3ccc(C)cc3-n3cnnn3)n2)cc1
→ -0.1 | 9 | 0.1 | 9
Cc1n[nH]c(=S)n1/N=C/c1c[nH]c2ccccc12
→ -0.1 | -9 | 0.3 | 1
CC(C)[C@H](Cn1nc(-c2cccs2)ccc1=O)NC(=O)Cc1n[nH]c(=O)c2ccccc12
→ 0.1 | -27 | -0.6 | 3
COc1cc(NC(=O)CCN2CCCC(C)C2)cc(OC)c1 (stereo not drawn)
→ 0.6 | 4 | 1.5 | 11
C/C(O)=C\c1nc2ccccc2oc1=O
→ -0.1 | 8 | 0.3 | -23
CCCCCc1ccc(-c2ccc(-c3nnc(-c4ccc(OCCCC)cc4)o3)cc2)cc1
→ 0.2 | -5 | 1.5 | -4
CCOC(=O)CSc1nc2c(sc(=S)n2Cc2ccccc2)c(=O)n1-c1cccc(Cl)c1
→ -0.1 | 3 | -0.1 | 10
COc1ccc(C(=O)NNC(=O)CCCOc2ccc(Cl)cc2Cl)cc1[N+](=O)[O-]
→ 0.1 | 11 | -1.8 | 14
Cc1ccc(CN2CCN(Cc3cn(C)nc3-c3ccccc3)CC2CCO)o1 (stereo not drawn)
→ -0.1 | -6 | 1.6 | 0
CC(NC(=O)COc1cccc(Br)c1)C(=O)O (stereo not drawn)
→ -0.3 | -12 | -0.4 | 8
Cc1ccc(CNC(=O)CCS(=O)(=O)c2cccc3nsnc23)cc1
→ -0.1 | -3 | -0.3 | 2
c1cncc(CCNc2ccnc3c(-c4ccoc4)cnn23)c1
→ -1.5 | 0 | -0.4 | -7
O=C(COc1cccc2ccccc12)NNC(=O)Cc1ccc(Cl)cc1
→ 0.0 | -14 | -1.8 | 4
O=C(/C=C/c1ccc2c(c1)OCO2)n1cnc2ccccc21
→ -0.1 | 12 | -0.8 | 12
CC(=O)c1c(C)[nH]c(C(=O)OCC(=O)NC2CCCc3ccccc32)c1C (stereo not drawn)
→ 0.0 | -1 | -1.1 | 31
O=C(CCc1nnc(CCC2CCCCC2)o1)NC(c1ccco1)C(F)(F)F (stereo not drawn)
→ 0.0 | 4 | -0.7 | -27
O=C(Nc1cc(Cl)cc(Cl)c1)C1C2C=CC3(O2)C1C(=O)N(Cc1ccccc1F)C3C(=O)NC1CCCCC1 (stereo not drawn)
→ -0.1 | -6 | 1.3 | -5
O=C(NCCc1c[nH]c2ccccc12)C(c1ccccc1)N1Cc2ccccc2C1=O (stereo not drawn)
→ 0.0 | 10 | 5.2* | 0
O=C(CSc1cccc[n+]1[O-])N1CCCCC1
→ 0.0 | 1 | 0.8 | 9
Cc1nc2ccccc2n1CCc1nc2c3ccccc3nc(NCC3CCCO3)n2n1 (stereo not drawn)
→ -0.2 | -3 | 0.6 | -6
CC1(C)CC(=O)C2=C(C1)OC1=C(C(=O)CC(C)(C)C1)C2c1ccc(C#N)cc1
→ 0.3 | -14 | -1.4 | -6
COc1ccc(N(C2C=CS(=O)(=O)C2)S(=O)(=O)c2ccc(F)cc2)cc1 (stereo not drawn)
→ 0.1 | 14 | -0.7 | -4
c1cncc(CCNc2nccn3c(-c4cccc5ccccc45)cnc23)c1
→ 0.8 | 18 | -0.6 | 21
COc1ccc(N2C(=O)c3ccc(C(=O)OCc4ccccc4)cc3C2=O)c([N+](=O)[O-])c1
→ 0.0 | 6 | 1.7 | -3
CCOC(=O)c1c(NC(NC(=O)c2cccs2)C(=O)c2ccccc2)sc2c1CCCC2 (stereo not drawn)
→ 0.6 | 16 | 1.5 | 8
C=CCc1cccc2cc(C(=O)Nc3ccc(C)cc3)c(=O)oc12
→ 0.0 | -3 | 1.3 | -8
Cc1cc(=O)[nH]c2nnc(-c3ccc4c(c3)OCO4)n12
→ 0.0 | 8 | -1.5 | 8
